HDAC3 inhib = blocks human histone deacetylase 3; actives 0.15% (n = 320,000); inhibition, % at 8.3 µM; recombinant HDAC3, fluorogenic peptide/trypsin coupled, fluorescence; O15379; in the data active = inhibition above about 26%, passing the limit was not always enough
KCNQ1 pot = human KCNQ1 channel potentiation or activation; P51787; CHO-K1 KCNQ1, thallium flux FluxOR fluorescence; stronger effect = higher value; B-score at 10 µM; actives 0.35% (n = 310,000); AID 2648;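 active = fluorescence ratio B-score, a plate-corrected score, at least three library SD, with initial intensity B-score within 5 SD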
Target sequence (P51787 whole entry, looked up): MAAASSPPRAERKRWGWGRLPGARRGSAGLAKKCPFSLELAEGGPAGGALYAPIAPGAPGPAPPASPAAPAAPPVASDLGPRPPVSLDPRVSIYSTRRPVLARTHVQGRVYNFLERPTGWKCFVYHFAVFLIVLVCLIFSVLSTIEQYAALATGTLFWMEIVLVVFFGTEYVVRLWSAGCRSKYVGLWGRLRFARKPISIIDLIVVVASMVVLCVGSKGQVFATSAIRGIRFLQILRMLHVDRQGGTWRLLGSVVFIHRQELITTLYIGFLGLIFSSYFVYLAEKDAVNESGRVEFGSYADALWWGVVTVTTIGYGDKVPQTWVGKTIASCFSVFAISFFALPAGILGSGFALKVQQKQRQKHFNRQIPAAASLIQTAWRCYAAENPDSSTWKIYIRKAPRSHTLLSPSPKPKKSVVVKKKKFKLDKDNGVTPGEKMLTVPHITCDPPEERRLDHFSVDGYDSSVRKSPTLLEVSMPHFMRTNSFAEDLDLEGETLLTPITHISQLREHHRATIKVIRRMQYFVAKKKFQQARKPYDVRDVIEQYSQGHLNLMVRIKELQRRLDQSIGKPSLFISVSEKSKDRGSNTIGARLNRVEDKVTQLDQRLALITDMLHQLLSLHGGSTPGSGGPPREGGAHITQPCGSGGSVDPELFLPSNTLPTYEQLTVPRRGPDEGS
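Assay system: CHO-K1 cells stably expressing KCNQ1. Medium: assay buffer for compound exposure, DMSO matched across wells. Timing: 37 °C overnight plating, 90-min dark dye load, 20-min compound pretreatment. Signal: kinetic FluxOR fluorescence, 10 s baseline plus 110 s post-stimulus.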
GSK3A inh = inhibitors of human GSK-3 alpha kinase | P49840 | ADP-Glo luminescence, 60 min | inhibition, % at 10 µM | actives 0.1% (n = 320,000);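 in the data active = inhibition above about 50%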;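 note: GST-tagged GSK-3 alpha with peptide substrate and 25 µM ATP; 0% = DMSO neutral wells and 100% = GW8510 positive control wells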
KCNK9 block = inhibitors of human KCNK9 two-pore domain potassium channel; Q9NPC2; actives 1.2% (n = 310,000); HEK293 KCNK9, FluxOR thallium flux fluorescence; stronger effect = lower value; B-score at 10 µM;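 active = ratio B-score over 3 SD below the library mean, with starting fluorescence within 5 SD of its mean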;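 note: negative B-score means less thallium flux so channel inhibition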
Target sequence (Q9NPC2 whole entry, looked up, the tested form may be a part): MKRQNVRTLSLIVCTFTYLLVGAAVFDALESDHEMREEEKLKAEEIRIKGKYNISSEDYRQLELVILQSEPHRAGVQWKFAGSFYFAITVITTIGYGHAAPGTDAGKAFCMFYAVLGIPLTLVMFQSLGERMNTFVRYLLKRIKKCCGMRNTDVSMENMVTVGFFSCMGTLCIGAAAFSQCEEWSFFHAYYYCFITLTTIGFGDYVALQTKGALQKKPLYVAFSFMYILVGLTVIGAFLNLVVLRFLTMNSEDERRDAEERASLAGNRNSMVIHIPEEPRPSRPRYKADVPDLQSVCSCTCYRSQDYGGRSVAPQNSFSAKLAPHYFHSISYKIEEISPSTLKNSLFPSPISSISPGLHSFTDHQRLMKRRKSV
PolyA inh = blocks polyadenylation in yeast reporter cells; S. cerevisiae SKY197-pL101 polyadenylation reporter, beta-gal luminescence; efflux-impaired pdr1/pdr3 knockout yeast; score 100 = 6 SD above DMSO; calls only at 12 µM; AID 1875; actives 0.02% (n = 300,000);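 active = lowest replicate activity score at least 50, where 100 means six control SD above control mean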;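 note: yeast exposed to compound for 9 h at 30 °C; higher score means more reporter readthrough which indicates perturbed polyadenylation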
RGS4 act = potentiators or activators of RGS4. HEK293 M3R/inducible RGS4, carbachol calcium flux Fluo4; stronger effect = lower value. B-score at 10 µM. actives 0.92% (n = 310,000). AID 463111;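 active = B-score of the integrated calcium signal more than 4 SD below the library mean, with starting fluorescence not abnormally high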;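 note: negative B-score means reduced calcium response which marks RGS4 activation or potentiation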
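Material: M3R-expressing HEK293 line, RGS4 induced by doxycycline | Schedule: Overnight RGS4 induction, 30 min dye load 37 °C, 20 min compound RT | Measured by: Fluo4 fluorescence kinetic imaging of calcium | Read-out: Integrated calcium ratio converted to B score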
KCNK3 block = human KCNK3 channel inhibition, primary screen; CHO-KCNK3 thallium flux, FluxOR fluorescence; stronger effect = lower value; B-score at 10 µM; actives 0.84% (n = 340,000);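 active = B-score under library mean minus 4 SD, starting fluorescence ratio at most library mean plus 5 SD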;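 note: more negative B-score means stronger inhibition of thallium flux through KCNK3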
hERG protect = compounds protecting human hERG from proarrhythmic drug block; activation (rescue from dofetilide block), less the hit threshold, % at 10 µM; AID 1511; CHO-hERG, FluxOR thallium flux, dofetilide IC70 present; Q12809; actives 0.51% (n = 310,000);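 active = activation above the mean of controls blocked by dofetilide plus 5 SD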;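 note: thallium influx through hERG after potassium depolarization seen as dye fluorescence rise; in these data hits start at about 4.7%; inactives centre near -7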
KCNQ1 inh = human KCNQ1 channel inhibition; actives 1.3% (n = 310,000); B-score at 10 µM; CHO-K1 KCNQ1, FluxOR thallium flux fluorescence; stronger effect = higher value; P51787; AID 2642;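 active = compounds whose thallium flux B-score, printed positive for inhibition, exceeds three library SD while starting fluorescence stays within three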;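 note: channel opened by potassium depolarization with thallium stimulus after 20 min compound exposure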
GSK3beta inhib = inhibitors of human GSK3beta kinase; P49841; GST-GSK3beta kinase, ADP-Glo luminescence, 60 min; stronger effect = lower value; activity score (negative = inhibition), % at 10 µM; actives 0.038% (n = 300,000);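 active = more than half of replicate wells score below -50%, meaning over 50% inhibition versus plate controls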;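 note: 0% = median DMSO wells and -100% = median GW8510 positive control wells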
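Assay system: GST-fused GSK3beta enzyme, cell-free / Medium: Tris pH 7.5 buffer with MgCl2, DTT, BSA, heparin / Also added: peptide substrate plus 25 µM ATP (final) / Compound: 10 µM single point / Timing: kinase reaction with compound 60 min at room temperature / Detection: ADP-Glo luminescence / Benchmarks: DMSO neutral wells and GW8510 at 20 µM as positive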
Dyrk1A ADPGlo = blocks rat Dyrk1A kinase activity; Q63470; ADP-Glo luminescence, NFATc1 peptide; inhibition, % at 12.5 µM; actives 0.43% (n = 310,000); AID 504441; in the data active = inhibition above about 50%;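 note: plate controls were vehicle with enzyme for no effect and no enzyme for full effect; many of its hits are not listed in these tables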
Numbers without * were called inactive.

How did CCCc1nnc(NC(=O)CCC(=O)NC2CCCCCC2)s1 do in these assays?
HDAC3 inhib: 3; KCNQ1 pot: inactive; GSK3A inh: -4; KCNK9 block: inactive; PolyA inh: inactive; RGS4 act: inactive; KCNK3 block: inactive; hERG protect: -7; KCNQ1 inh: inactive; GSK3beta inhib: 0; Dyrk1A ADPGlo: -4

How did CC(C)(C)NC(=O)C1CCN(C(=O)c2ccc(Br)cc2)CC1 do in these assays?
HDAC3 inhib: 19; KCNQ1 pot: inactive; GSK3A inh: 4; KCNK9 block: inactive; PolyA inh: inactive; RGS4 act: inactive; KCNK3 block: inactive; hERG protect: -4; KCNQ1 inh: inactive; GSK3beta inhib: 3; Dyrk1A ADPGlo: 6

Results for CCCC(C)C(=O)Nc1ccc(S(=O)(=O)Nc2nccc(C)n2)cc1 (centres undefined) ?
HDAC3 inhib: 3; KCNQ1 pot: inactive; GSK3A inh: 2; KCNK9 block: inactive; PolyA inh: inactive; RGS4 act: inactive; KCNK3 block: inactive; hERG protect: -1; KCNQ1 inh: inactive; GSK3beta inhib: -1; Dyrk1A ADPGlo: -1

What do the screens show for `COc1ccc([N+](=O)[O-])cc1NCc1ccccc1`?
HDAC3 inhib: 8; KCNQ1 pot: inactive; GSK3A inh: 1; KCNK9 block: inactive; PolyA inh: inactive; RGS4 act: inactive; KCNK3 block: inactive; hERG protect: -7; KCNQ1 inh: inactive; GSK3beta inhib: 0; Dyrk1A ADPGlo: 2

Results for Cc1nn(C(C)(C)C)c(C)c1/C=N/OC(=O)Nc1ccc(Cl)c(Cl)c1 ?
HDAC3 inhib: 9; KCNQ1 pot: inactive; GSK3A inh: -2; KCNK9 block: inactive; PolyA inh: inactive; RGS4 act: inactive; KCNK3 block: inactive; hERG protect: -10; KCNQ1 inh: inactive; GSK3beta inhib: -7; Dyrk1A ADPGlo: -1

How did O=C(CN1C(=O)NC(Cc2c[nH]c3ccccc23)C1=O)NCCc1ccc(F)cc1 (centres undefined) do in these assays?
HDAC3 inhib: -1; KCNQ1 pot: inactive; GSK3A inh: 2; KCNK9 block: inactive; PolyA inh: inactive; RGS4 act: inactive; KCNK3 block: inactive; hERG protect: -11; KCNQ1 inh: inactive; GSK3beta inhib: 1; Dyrk1A ADPGlo: 2

Results for COc1ccc(OC)c(C(=O)NC(CC(N)=O)c2ccc(N3CCN(c4ccccn4)CC3)c([N+](=O)[O-])c2)c1 (centres undefined) ?
HDAC3 inhib: 5; KCNQ1 pot: inactive; GSK3A inh: -2; KCNK9 block: inactive; PolyA inh: inactive; RGS4 act: inactive; KCNK3 block: inactive; hERG protect: -11; KCNQ1 inh: inactive; GSK3beta inhib: -3; Dyrk1A ADPGlo: -2

Results for CC(C)COC(=O)CNc1n[nH]c(=S)[nH]c1=O ?
HDAC3 inhib: 5; KCNQ1 pot: inactive; GSK3A inh: -3; KCNK9 block: inactive; PolyA inh: inactive; RGS4 act: inactive; KCNK3 block: inactive; hERG protect: -9; KCNQ1 inh: inactive; GSK3beta inhib: -4; Dyrk1A ADPGlo: -4

How did NNC(=O)c1cc2nc(-c3cccs3)cc(C(F)(F)F)n2n1 do in these assays?
HDAC3 inhib: 1; KCNQ1 pot: inactive; GSK3A inh: -1; KCNK9 block: inactive; PolyA inh: inactive; RGS4 act: inactive; KCNK3 block: inactive; hERG protect: -6; KCNQ1 inh: inactive; GSK3beta inhib: 2; Dyrk1A ADPGlo: -4

Results for COc1cccc(-c2nn(-c3ccc(F)cc3)cc2C(=O)NCC2CCCO2)c1 (centres undefined) ?
KCNQ1 pot: inactive; KCNK9 block: inactive; PolyA inh: inactive; RGS4 act: inactive; KCNK3 block: inactive; hERG protect: -4; KCNQ1 inh: inactive; GSK3beta inhib: 1; Dyrk1A ADPGlo: -1

Results for Cc1cccc(C)c1OCc1cc(C(=O)N2CCN(c3ccccn3)CC2)no1 ?
HDAC3 inhib: 1; KCNQ1 pot: inactive; GSK3A inh: 2; KCNK9 block: inactive; PolyA inh: inactive; RGS4 act: inactive; KCNK3 block: inactive; hERG protect: -13; KCNQ1 inh: inactive; GSK3beta inhib: -3; Dyrk1A ADPGlo: 5

Results for COc1cccc(CNc2ccc3[nH]c(=O)[nH]c3c2)c1OCc1ccccc1Cl ?
HDAC3 inhib: -3; KCNQ1 pot: inactive; GSK3A inh: 1; KCNK9 block: inactive; PolyA inh: inactive; RGS4 act: inactive; KCNK3 block: inactive; hERG protect: -4; KCNQ1 inh: inactive; GSK3beta inhib: 1; Dyrk1A ADPGlo: -4

Results for CN(Cc1ccccc1)C(=O)COC(=O)c1cncc(Br)c1 ?
HDAC3 inhib: 0; KCNQ1 pot: inactive; GSK3A inh: 1; KCNK9 block: inactive; RGS4 act: inactive; KCNK3 block: inactive; hERG protect: -9; KCNQ1 inh: inactive; GSK3beta inhib: 1; Dyrk1A ADPGlo: -5

Results for COc1ccc2c(c1OC)C(=O)N(c1cccc(C)c1)C2 ?
HDAC3 inhib: 5; KCNQ1 pot: inactive; GSK3A inh: -2; KCNK9 block: inactive; PolyA inh: inactive; RGS4 act: inactive; KCNK3 block: inactive; hERG protect: -7; KCNQ1 inh: inactive; GSK3beta inhib: 3; Dyrk1A ADPGlo: 1

How did COc1ccc(CC(=O)N2CCC(n3nccc3NC(=O)C3CC3)CC2)cc1 do in these assays?
HDAC3 inhib: 7; KCNQ1 pot: inactive; GSK3A inh: 1; KCNK9 block: inactive; PolyA inh: inactive; RGS4 act: inactive; KCNK3 block: inactive; hERG protect: -7; KCNQ1 inh: inactive; GSK3beta inhib: 1; Dyrk1A ADPGlo: -3

How did O=C(NCc1cccc(Br)c1)C1CC(c2ccc(C(F)(F)F)cc2)=NO1 (centres undefined) do in these assays?
HDAC3 inhib: 2; KCNQ1 pot: inactive; GSK3A inh: -2; KCNK9 block: inactive; PolyA inh: inactive; RGS4 act: inactive; KCNK3 block: inactive; hERG protect: -2; KCNQ1 inh: inactive; GSK3beta inhib: -1

Results for CCOc1ccccc1C(=O)N1CCC(n2nnc3cc(C(F)(F)F)ccc32)CC1 ?
HDAC3 inhib: 2; KCNQ1 pot: inactive; GSK3A inh: 0; KCNK9 block: inactive; PolyA inh: inactive; RGS4 act: inactive; KCNK3 block: inactive; hERG protect: -22; KCNQ1 inh: inactive; GSK3beta inhib: 3; Dyrk1A ADPGlo: 1

Results for NC(=S)N/N=C\c1c(OCc2ccccc2Cl)ccc2ccccc12 ?
HDAC3 inhib: 7; KCNQ1 pot: inactive; GSK3A inh: -2; KCNK9 block: -10*; PolyA inh: inactive; RGS4 act: inactive; KCNK3 block: -9.5*; hERG protect: -14; KCNQ1 inh: inactive; GSK3beta inhib: 1; Dyrk1A ADPGlo: 16

How did O=C(CCS(=O)(=O)c1cccs1)N1CCN(c2ccc(F)cc2)CC1 do in these assays?
HDAC3 inhib: 4; KCNQ1 pot: inactive; KCNK9 block: inactive; PolyA inh: inactive; RGS4 act: inactive; KCNK3 block: inactive; hERG protect: -12; KCNQ1 inh: inactive; GSK3beta inhib: 0; Dyrk1A ADPGlo: 4

Results for CN1CCN(S(=O)(=O)c2cccc(S(=O)(=O)c3cccc(S(=O)(=O)N4CCN(C)CC4)c3)c2)CC1 ?
HDAC3 inhib: 7; KCNQ1 pot: inactive; GSK3A inh: 4; KCNK9 block: inactive; PolyA inh: inactive; RGS4 act: inactive; KCNK3 block: inactive; hERG protect: -16; KCNQ1 inh: inactive; GSK3beta inhib: 2; Dyrk1A ADPGlo: 3

How did COc1cccc(-c2nnc(SCC(=O)N3CCCC3=O)n2-c2ccccc2)c1 do in these assays?
HDAC3 inhib: 10; KCNQ1 pot: inactive; GSK3A inh: -6; KCNK9 block: inactive; PolyA inh: inactive; RGS4 act: inactive; KCNK3 block: inactive; hERG protect: -4; KCNQ1 inh: inactive; GSK3beta inhib: -13; Dyrk1A ADPGlo: -8

What do the screens show for `CCSc1n[nH]c2nc3c(c(=O)n12)C1(CCCC1)Cc1ccccc1-3`?
HDAC3 inhib: -23; KCNQ1 pot: inactive; GSK3A inh: 0; KCNK9 block: inactive; PolyA inh: inactive; RGS4 act: inactive; KCNK3 block: inactive; hERG protect: -7; KCNQ1 inh: inactive; GSK3beta inhib: -1; Dyrk1A ADPGlo: -4

How did O=C(CC1SC(=Nc2ccccc2)N(CCO)C1=O)Nc1ccccc1 (centres undefined) do in these assays?
HDAC3 inhib: 6; KCNQ1 pot: inactive; GSK3A inh: 2; KCNK9 block: inactive; PolyA inh: inactive; RGS4 act: inactive; KCNK3 block: inactive; hERG protect: -7; KCNQ1 inh: inactive; GSK3beta inhib: 0; Dyrk1A ADPGlo: -5

How did Fc1ccccc1-c1[nH]ncc1-c1nnnn1-c1ccccc1 do in these assays?
HDAC3 inhib: 0; KCNQ1 pot: inactive; GSK3A inh: 1; KCNK9 block: inactive; PolyA inh: inactive; RGS4 act: inactive; KCNK3 block: inactive; hERG protect: -2; KCNQ1 inh: inactive; GSK3beta inhib: 1

How did CCC(CC)C(=O)c1c[nH]c(C(=O)NCc2ccncc2)c1 do in these assays?
HDAC3 inhib: 1; KCNQ1 pot: inactive; GSK3A inh: -1; KCNK9 block: inactive; PolyA inh: inactive; RGS4 act: inactive; KCNK3 block: inactive; hERG protect: -13; KCNQ1 inh: inactive; GSK3beta inhib: -1; Dyrk1A ADPGlo: -7

Two neighbouring records out of the list so far, quoted:
How did NNC(=O)c1cc2nc(-c3cccs3)cc(C(F)(F)F)n2n1 do in these assays?
HDAC3 inhib: 1; KCNQ1 pot: inactive; GSK3A inh: -1; KCNK9 block: inactive; PolyA inh: inactive; RGS4 act: inactive; KCNK3 block: inactive; hERG protect: -6; KCNQ1 inh: inactive; GSK3beta inhib: 2; Dyrk1A ADPGlo: -4

Results for COc1cccc(-c2nn(-c3ccc(F)cc3)cc2C(=O)NCC2CCCO2)c1 (centres undefined) ?
KCNQ1 pot: inactive; KCNK9 block: inactive; PolyA inh: inactive; RGS4 act: inactive; KCNK3 block: inactive; hERG protect: -4; KCNQ1 inh: inactive; GSK3beta inhib: 1; Dyrk1A ADPGlo: -1

Bioassay records from PubChem.

An excerpt; count on the stated rates, not on these rows.
